# Assay outcomes from PubChem BioAssay.
# PMI inhibition: MPI inhibition at elevated mannose 6-phosphate – biochemical, fluorescence intensity, high mannose 6-phosphate, primary screen (AID 1220); 0.66% of 190,000 active; inhibition, % at 20 µM; hits with a dose series show IC50 in µM; recombinant PMI enzyme, coupled fluorescence intensity; higher % means a stronger effect
# TNAP activation fold: human TNAP enzyme activators, primary screen, biochemical, luminescent, no phosphate acceptor, uHTS (AID 1001); 0.03% of 200,000 active; activation fold at 20 µM; hits with a dose series show EC50 in µM; purified TNAP, luminescent activation assay, no phosphate acceptor; higher activation fold means a stronger effect; in the data active means activation fold from about 3, or a potency from the dose series; inactive means the rest, 99 in 100 with activation fold below about 1.6; further: many of its hits are not listed in these tables
# b-catenin transl: alters nuclear translocation of beta-catenin in HeLa cells. immunofluorescence imaging. nuclear translocation activity, % at 5 µM. 0.3% of 190,000 active;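 active means nuclear translocation activity above 50% at 5 µM, with a well cell count of 50 or more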;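 further: per-cell ratio of nuclear to cytoplasmic median beta-catenin stain intensity; plate controls were DMSO negative control for no effect and GSK-3 inhibitor IX positive control for full effect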
#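 System: HeLa cells, endogenous beta-catenin; compound dosing: 5 µM primary single dose, 0.1% DMSO, 0.02–20 µM confirmation series; incubation: 24 h compound exposure at 37°C, 5% CO2; signal: beta-catenin immunofluorescence imaging with DAPI; evaluation: % activation, nuclear-to-cytoplasmic median beta-catenin signal ratio per cell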
# MT stabilizer: microtubule stabilization, imaging screen; HeLa tubulin immunostaining HCS, 24 h; share of cells brighter than vehicle mean+2SD; % tubulin-high responders, % at 10 µM; 0.83% of 200,000 active; AID 2205;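 active means plate Z-score above 3 for both tubulin-high and condensed-nucleus cell shares, with cell loss under 80%, at 10 µM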;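 further: anti alpha tubulin signal scored within the nucleus-defined area of each cell; some results filed as inactive read as strong as hits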
# human PMI inhibition: MPI enzyme activity inhibition – biochemical, fluorescence intensity, coupled assay, primary screen (AID 1209); purified PMI enzyme, coupled fluorescence intensity; higher % means a stronger effect; one-dose inhibition, % at 20 µM; IC50 in µM for titrated hits; 0.42% of 190,000 active;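 further: plate controls were DMSO vehicle for no effect and wells lacking substrate for full effect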
# T cell modulator: modulates CD8 T cell binding to vesicles | 0.068% of 330,000 active | 2C CD8+ T cell-vesicle binding, flow cytometry; hits give low values | calls only at 7 µM;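 active means response, share of CD8 T cells binding vesicles, and their 90th percentile fluorescence all below set limits, cut at about 80% in these data, passing the limit was not always enough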
#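 Material: 2C TCR transgenic mouse naive CD8+ T cells, MACS-purified. Also added: QL9-charged Drosophila Ld/ICAM-1/B7-1 vesicles. Timing: binding 1.5 h at 37 °C. Measured by: high-throughput flow cytometry with anti-B7-1 and anti-CD8 staining. Read-out: percent CD8+ FL2 mean versus row control. Controls: Unloaded micro-vesicles (low), QL9 vesicles with 0.7% DMSO (high).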
# Autophagy mod: alters autophagy in cells; MEF GFP-LC3 puncta imaging; test concentration mostly 10 µM; calls only at 10 µM (by protocol); 0.98% of 190,000 active; AID 463193;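 active means percentage of spot-positive cells more than 3 SD above its plate mean, without a fluorescence outlier flag or 80% toxicity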;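 further: spot-positive cell cutoff set from DMSO-treated cells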
# Ins promoter up: MIN6 insulin promoter up-regulation; MIN6 insulin promoter-GFP reporter, high-content imaging; hits give high values; z-score at 5 µM; 0.3% of 190,000 active; AID 1625;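 active means z-score above 3 at 5 µM with at least 500 cells counted in the well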
# Lipid droplet: modulators of hepatic lipid droplet formation. AML12 mouse hepatocytes, oleate lipid droplets, BODIPY imaging. inhibition, % at 6.5 µM. 0.4% of 240,000 active. AID 1656;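 active means lipid droplet intensity inhibited by at least 50%, with more than 500 cells counted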
#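 Material: mouse AML12 hepatocyte cell line, fixed after treatment; Timing: compound with oleate, overnight; Technique: high-content imaging of BODIPY-stained droplets and DAPI nuclei; Probe or stimulus: oleate, 100 µM final; Dosing: compound at 6.5 µM only.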
# Ins promoter up cell count: also measured in Ins promoter up; calls as there; cell count; measured here: cytotoxicity, nuclei count;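 total cells summed across four imaged fields per well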
# Lipid droplet cells 6.5 µM: second read-out of Lipid droplet, no call of its own (marks repeat the call); cell count; measured here: cell count, cytotoxicity flag;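 cells counted across two imaged fields per well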
# b-catenin transl cell count 5 µM: also measured in b-catenin transl; calls as there; cell count; measured here: cell count, cytotoxicity flag
# T cell modulator vesicle-bound %: further read-out of T cell modulator, marked with its call; double positive events, %; measured here: CD8+ vesicle-bound cell fraction;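 binding gate set so that unloaded-vesicle control wells show 10% double positive cells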
# MT stabilizer Hoechst-high %: recorded beside MT stabilizer, whose call it bears; % Hoechst-high responders; measured here: nuclear condensation Hoechst responders;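 share of cells brighter than vehicle mean plus two SD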
# MT stabilizer cytotoxicity %: second read-out of MT stabilizer, no call of its own (marks repeat the call); toxicity, %; measured here: cytotoxicity by cell density;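 0% = mean cell density of plate MIN control wells and 100% = no cells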
# Autophagy mod cell loss 18 h: second read-out of Autophagy mod, no call of its own (marks repeat the call); toxicity, %; measured here: cell loss, nuclei count;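 cell loss after 18 h compound exposure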
# * = called active by the depositor; i = inactive; x = no result given; & = joins results of further samples. Unless noted, no stated cut-off is given here; in the data, active means inhibition above about 50%; inactive means the rest.
SMILES,PMI inhibition,TNAP activation fold,b-catenin transl,b-catenin transl cell count 5 µM,MT stabilizer,MT stabilizer Hoechst-high %,MT stabilizer cytotoxicity %,human PMI inhibition,T cell modulator,T cell modulator vesicle-bound %,Autophagy mod,Autophagy mod cell loss 18 h,Ins promoter up,Ins promoter up cell count,Lipid droplet,Lipid droplet cells 6.5 µM
COc1ccccc1C(=O)Oc1ccc(C(C)(C)C)cc1,8%,1,-12,1218,2.8,2.4,8.9,11%,i,21,i,-1,x,x,4,799
Cc1cc(C)cc(N(CC(=O)NCCSc2ccccn2)S(=O)(=O)c2ccccc2)c1,21%,1.1,-1.5,1397,1.9,1.2,8.4,9%,i,19,i,6,-0.09,1534,x,x
O=C(COc1ccc(Br)cc1)Nc1ccc([N+](=O)[O-])cn1,-6%,1.1,x,x,1.3,1.4,5.4,0%,i,23,i,-3,x,x,x,x
COC(=O)c1ccc(NC(=S)NC2CC2)cc1,4%,1.1,-1.2,1036,3.4,1.9,14,7%,i,8,i,-19,0.88,1405,2,707
COC(=O)c1sc(N)c(C(=O)OC)c1COC(=O)CNS(=O)(=O)c1cccc(C#N)c1,8%,1.1,1.5,946,1.7,1.9,5.1,12%,i,52,i,-12,-0.03,1264,-7,643
CCOC(=O)CSc1nc2c(c(=O)n(C)c(=O)n2C)n1Cc1ccccc1F,4%,1.1,0.0,1169,5.2,2.1,8.1,-2%,i,23,x,x,-0.63,814,x,x
O=[N+]([O-])c1ccc(C(O)C23CN4CN(CN(C4)C2)C3)cc1 (stereo not given),5%,1.1,0.9,1093,3.1,2.5,4.6,-3%,i,43,i,6,-0.42,1309,10,707
O=C(Nc1cccc(C(=O)O)c1)/C(=C\c1ccccc1)NC(=O)c1ccccc1Cl,1%,1.1,2.1,1410,0.6,1.0,8.5,-3%,i,11,i,0,0.41,1552,x,x
Cc1cc(N(CCO)CCO)ccc1C(c1ccc(N(CCO)CCO)cc1C)c1ccccc1Cl,22%,1.1,-1.1,1160,3.3,2.2,9.5,16%,i,54,i,22,-0.21,1423,-1,616
Cc1ccc(NC(=O)CN2C(=O)N/C(=C/c3cc(C)n(-c4cccc(C(=O)O)c4)c3C)C2=O)cc1,-48%,1,-2.0,1003,3.1,2.4,9.4,-47%,x,x,i,14,-0.35,1578,7,700

# Reprinted at random: two compounds from above, in no set order.
SMILES,PMI inhibition,TNAP activation fold,b-catenin transl,b-catenin transl cell count 5 µM,MT stabilizer,MT stabilizer Hoechst-high %,MT stabilizer cytotoxicity %,human PMI inhibition,T cell modulator,T cell modulator vesicle-bound %,Autophagy mod,Autophagy mod cell loss 18 h,Ins promoter up,Ins promoter up cell count,Lipid droplet,Lipid droplet cells 6.5 µM
Cc1ccc(NC(=O)CN2C(=O)N/C(=C/c3cc(C)n(-c4cccc(C(=O)O)c4)c3C)C2=O)cc1,-48%,1,-2.0,1003,3.1,2.4,9.4,-47%,x,x,i,14,-0.35,1578,7,700
COC(=O)c1ccc(NC(=S)NC2CC2)cc1,4%,1.1,-1.2,1036,3.4,1.9,14,7%,i,8,i,-19,0.88,1405,2,707

# Next part:
SMILES,PMI inhibition,TNAP activation fold,b-catenin transl,b-catenin transl cell count 5 µM,MT stabilizer,MT stabilizer Hoechst-high %,MT stabilizer cytotoxicity %,human PMI inhibition,T cell modulator,T cell modulator vesicle-bound %,Autophagy mod,Autophagy mod cell loss 18 h,Ins promoter up,Ins promoter up cell count,Lipid droplet,Lipid droplet cells 6.5 µM
O=C(COc1ccccc1)NC(=S)Nc1ccc2c(c1)Cc1ccccc1-2,-5%,1.1,-0.4,1349,3.4,1.7,2.8,-7%,i,41,i,18,0.16,1210,16,621
COC(=O)c1c(NC(=O)c2ccco2)sc2c1CCC2,18%,1,4.2,1307,1.4,1.6,8.3,23%,i,53,i,-1,1.4,1369,x,x
CCCCc1cc2c(cc1NC(=O)CN1CCCCC1)OCCO2,x,x,-4.0,1189,x,x,x,x,i,19,x,x,0.48,1488,9,750
Cc1c(Cl)cccc1NC(=S)NCC1COc2ccccc2O1 (stereo not given),1%,1,0.1,1089,2.6,3.5,25,0%,i,60,i,1,-0.37,1280,4,679
Cn1c(NC2CCCCC2)c(N=O)c(=O)n(C)c1=O,8%,1,-0.2,1107,2.7,1.3,8.6,7%,i,0,i,-27,-0.3,1254,1,747
FCCCOc1ccc(/C=N/OCc2c(Cl)cccc2Cl)cc1,1%,1.1,0.2,1416,0.4,1.0,7.8,9%,i,49,i,7,-0.36,1308,x,x
COc1cccc(C2c3c(oc4ccccc4c3=O)C(=O)N2c2ccccn2)c1 (stereo not given),-14%,0.9,x,x,2.5,2.4,9.5,-14%,i,45,i,0,-0.99,508,x,x
Cc1ccc(S(=O)(=O)N2CCC(=O)N(C(COCc3cccc(Cl)c3)Cc3ccccc3)CC2)cc1 (stereo not given),6%,1,x,x,3.1,2.7,8.1,-2%,x,x,i,9,-1.5,1189,-43,680
Cc1ccc(S(=O)(=O)N(C)c2ccc(OCC(=O)NCc3ccco3)cc2)cc1,-4%,1.1,-0.5,1151,2.5,1.4,5.8,8%,i,39,i,-7,-0.04,888,-1,771
O=c1c2cnn(-c3ccccc3)c2ncn1Cc1ccccc1F,15%,1.1,1.8,1112,5.6,1.5,9.8,16%,i,41,x,x,1,1483,20,657
COc1ccc(-c2nn(CC(=O)NCCc3ccccc3)c(=S)n2C)cc1,1%,1.1,-1.4,575,4.1,3.0,6.4,-9%,i,56,i,6,0.25,1266,6,634
O=C(Nc1ccc2c(c1)OCCO2)C1CCN(C(=O)c2ccccc2)CC1,-2%,1.1,3.0,1169,3.0,2.1,0.5,-3%,i,33,i,0,0.27,1429,x,x
NC(=O)CSc1nnc(Cn2c(=O)sc3ccccc32)n1-c1cccc(Cl)c1,1%,1,-0.6,865,2.3,1.2,5.5,-4%,i,10,i,-5,-0.54,1479,x,x
CC(C)Oc1snc(Cl)c1C(N)=O,8%,1,1.2,1016,1.3,1.3,12,11%,i,35,i,11,-0.18,768,2,806
CCOC(=O)C(=CNc1cc(C(F)(F)F)ccc1N1CCOCC1)C(=O)OCC,x,x,1.4,1288,x,x,x,x,i,28,x,x,-0.72,1013,17,688
Cc1cccc(-n2cc3c(=O)n(C)c(=O)n(C)c3c2)c1,-1%,1.1,1.2,971,2.0,1.4,5.7,-1%,i,58,i,17,-0.19,1518,-10,717
Clc1cccc(Cl)c1-c1nnc2ccc(N3CCOCC3)nn12,12%,1.1,-1.5,1095,3.9,2.0,4.3,11%,i,19,i,-10,-0.13,1744,-1,558
Cc1cc(C)n2nc(NCc3ccccc3)nc2n1,4%,1.2,-0.9,1115,1.4,3.0,1.8,2%,i,49,i,-2,-0.57,1911,-1,697
Cc1ccc2c(c1)c1c(n2CC(O)Cn2c(C)nc3ccccc32)CCCC1 (stereo not given),1%,1.1,x,x,4.9,5.9,6.6,-4%,i,35,i,0,-0.34,1030,x,x
COCc1cc(C)nc(OCC(=O)N/N=C/c2ccccc2O)c1C#N,-19%,2.1,-2.0,1177,9.6,1.7,0.5,-12%,i,57,i,17,0.49,1129,10,608
Cc1cc(Cl)ccc1OCC(=O)N1CCCN(C(=O)COc2ccc(Cl)cc2C)CC1,1%,1.1,0.4,925,2.3,3.5,13,0%,i,9,i,13,x,x,-14,503
Cc1ccccc1CSCC(=O)N1CCN(c2ccccc2)CC1,2%,1.2,3.6,513,1.8,1.9,5.0,-4%,i,43,i,-5,-0.22,1310,-5,676
Cc1ccccc1Nc1nc(N)nc(CSc2nnnn2C)n1,1%,1.1,-1.4,1084,1.9,3.3,10,-2%,i,49,i,-4,0.83,1281,-15,695
COc1ccc(C2Nc3ccccc3C(=O)N2Cc2ccco2)cc1CN1C(=O)c2ccccc2C1=O (stereo not given),7%&9%,1.1&1,-3.0&0.9,1135&954,3.8&4.7,2.5&2.2,6.5&9.2,7%&-2%,i,18&46,i,-3&30,-0.92,1326,-32,662
Cc1cc(Cl)ccc1OCC(O)CN1C(C)CCCC1C (stereo not given),-3%,1,-1.2,1070,3.2,3.3,8.3,-6%,i,23,i,1,-0.68,1291,4,681
CC(Nc1nc2ncn(Cc3ccccc3)c2c(=O)[nH]1)C(=O)O (stereo not given),-10%,1,-0.4,746,2.9,2.1,7.5,-8%,i,37,i,-32,0.76,1412,x,x
CCn1c(SCC(=O)Nc2oc(-c3ccccc3)c(-c3ccccc3)c2C#N)nnc1-c1ccco1,14%,1.1,-2.4,1109,1.7,2.4,7.4,13%,i,6,i,-6,-0.28,1964,27,654
CN(C)S(=O)(=O)c1cc(NC(=O)CSc2nn(-c3ccc(Cl)cc3)c(=S)s2)ccc1Cl,13%,1.2,0.6,1003,2.8,5.8,8.1,13%,i,9,i,11,-0.05,1403,-10,665
NC(=O)CSc1nnc(-c2ccncc2)n1-c1ccc(Cl)cc1,-9%,1.1,-3.6,1155,4.3,3.3,10,-9%,i,38,i,8,0.04,1263,-1,725
CN1CCN(c2ccc([N+](=O)[O-])cc2C(=O)c2ccc(Cl)cc2)CC1,15%,1,185*,175*,43*,18*,27*,20%,i,8,i,32,0.32,1797,-6,580
COc1cc(NS(=O)(=O)c2ccc3c(c2)n(C)c(=O)n3C)cc(OC)c1,-1%,1.2,x,x,1.1,0.7,1.5,3%,i,32,i,-2,-1,845,15,796
CC(C)c1ccc(NC(=O)Nc2cc3sccc3n2C)cc1,-42%,1.1,0.1,1041,4.7,1.2,9.4,-18%,i,19,x,x,-0.43,1722,-33,676
O=C(NCc1ccccc1)c1ccc(S(=O)(=O)C(F)F)cc1,4%,1.1,-2.6,1052,2.4,1.1,7.9,4%,i,23,i,-4,0.21,863,-14,787
CCOC(=O)c1sc(NC(=O)c2ccccc2C(=O)O)c(C(=O)OCC)c1C,x,x,-1.6,1342,x,x,x,x,i,48,x,x,-0.34,1387,-8,753
S=c1[nH]nc(-c2ccccc2Cl)n1/N=C/C=C/c1ccco1,x,x,0.1,1267,x,x,x,x,i,35,x,x,-0.31,1125,29,740
CCCCn1c(-c2cccs2)nc2nc3ccccc3nc21,-23%,1.1,4.1,1311,2.4,1.9,9.7,-12%,i,43,i,4,0.26,914,x,x
